LGR2 inh = blocks bursicon-induced cAMP signaling via Drosophila LGR2; AID 720647; HEK293 LGR2, CRE-luciferase, bursicon-stimulated, 4 h; inhibition, % at 9.99 µM; hit rate 0.35% among 380,000;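 active = drop in luminescence signal, shown as inhibition above about 50% in the replicate tests, limit read from the data, passing the limit was not always enough; inconclusive = probably only some replicates passing the limit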;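 also: agonist challenge used bursicon conditioned medium at about half maximal strength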
PGC1a acetyl inh = PGC1a acetylation modulation, inhibitor mode; inhibition, % at 15.6 µM; hit rate 0.17% among 350,000; AID 651687; U2OS PGC1a acetylation, AlphaScreen anti-acetyl-lysine; with virally co-expressed GCN5 acetyltransferase;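 active = every replicate shows inhibition of at least 40%; inconclusive = mean inhibition at least 40% but some replicate below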;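 also: 0% = neutral control wells and 100% = positive control wells; some results beyond the cut were filed as inactive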
PglD DTNB = inhibitors of Campylobacter jejuni PglD acetyltransferase; inhibition, % at 12.5 µM; purified PglD enzyme, DTNB colorimetric CoA detection; hit rate 0.098% among 360,000; in the data active = inhibition above about 16%, passing the limit was not always enough; inconclusive = no clear call, values can overlap the other calls; also: strong numbers were not always called active
PAX8 reporter = inhibitors of PAX8 transcriptional activity in RMG-I cells; AID 652154; RMG-I TPO-luciferase reporter, SteadyGlo, 24 h; hit rate 1.2% among 360,000; inhibition, % at 12.6 µM;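 active = mean replicate inhibition at least 60% with every replicate also reaching 60%; inconclusive = only one of the two criteria is met; inactive = mean below 60% and not all replicates reaching 60%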;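 also: luciferase light reporting Pax8 driven TPO promoter activity; plate controls were median of neutral control wells for no effect and mitoxantrone controls for full effect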
ERAP1 inh = blocks human ERAP1 aminopeptidase activity. Q9NZ08. hit rate 0.15% among 340,000. recombinant ERAP1, Leu-AMC fluorescence, 60 min. inhibition, % at 10.7 µM. AID 652197;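 active = mean replicate inhibition of at least 30%, or all replicates individually reaching that 30% level; inactive = mean below 30% and not every replicate reaching it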;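 also: 0% = neutral control wells and 100% = L-leucinethiol positive control wells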
Target sequence (Q9NZ08 whole entry, looked up): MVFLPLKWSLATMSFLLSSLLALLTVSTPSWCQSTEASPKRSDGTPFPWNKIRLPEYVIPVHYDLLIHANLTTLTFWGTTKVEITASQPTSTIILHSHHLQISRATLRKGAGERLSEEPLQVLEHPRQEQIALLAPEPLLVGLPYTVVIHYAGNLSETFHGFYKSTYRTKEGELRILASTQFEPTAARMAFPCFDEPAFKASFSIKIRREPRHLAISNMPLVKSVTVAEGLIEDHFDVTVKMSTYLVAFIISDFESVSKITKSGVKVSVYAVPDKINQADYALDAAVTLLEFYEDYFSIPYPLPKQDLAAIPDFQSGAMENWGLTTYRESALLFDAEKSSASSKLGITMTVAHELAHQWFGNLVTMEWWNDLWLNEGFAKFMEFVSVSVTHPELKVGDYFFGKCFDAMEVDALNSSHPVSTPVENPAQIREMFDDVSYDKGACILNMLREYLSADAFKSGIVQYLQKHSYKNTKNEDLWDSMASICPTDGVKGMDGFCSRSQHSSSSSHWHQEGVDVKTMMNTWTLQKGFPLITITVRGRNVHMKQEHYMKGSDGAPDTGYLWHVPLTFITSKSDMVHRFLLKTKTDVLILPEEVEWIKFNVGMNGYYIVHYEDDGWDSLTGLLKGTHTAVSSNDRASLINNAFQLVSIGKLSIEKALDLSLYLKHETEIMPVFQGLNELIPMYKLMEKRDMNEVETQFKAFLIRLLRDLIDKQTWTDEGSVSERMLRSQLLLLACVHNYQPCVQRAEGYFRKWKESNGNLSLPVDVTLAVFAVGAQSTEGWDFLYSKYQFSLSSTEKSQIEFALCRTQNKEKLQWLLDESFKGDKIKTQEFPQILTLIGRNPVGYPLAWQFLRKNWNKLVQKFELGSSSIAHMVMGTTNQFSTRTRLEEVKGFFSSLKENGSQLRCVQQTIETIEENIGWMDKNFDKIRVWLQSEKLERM
EWS-Fli block = EWS/Fli transcriptional activity inhibition; AID 651661; A673 NR0B1-luciferase reporter, viability-normalised; hit rate 0.67% among 350,000; inhibition, % at 12.6 µM;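 active = mean inhibition of at least 50% after viability correction, with every replicate also passing that limit; inconclusive = mean reaches 50% but only one of two replicates passes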;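 also: firefly luciferase signal divided by Alamar Blue viability fluorescence both relative to DMSO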
S100A4 MyoIIA = S100A4-myosin IIA interaction inhibition; S100A4/TAMRA-MyoIIA peptide fluorescence polarization; inhibition, % at 10.7 µM; hit rate 0.14% among 360,000; AID 652163;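 active = mean inhibition of at least 70% across replicates, with every replicate also reaching that level; inconclusive = mean inhibition reaches 70% but some replicates fall short; inactive = mean inhibition below 70%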
Target sequence (P26447 whole entry, looked up): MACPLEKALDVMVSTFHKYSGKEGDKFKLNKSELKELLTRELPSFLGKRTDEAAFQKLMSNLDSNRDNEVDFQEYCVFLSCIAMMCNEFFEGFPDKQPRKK
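Compound dosing: one dose per compound; test system: human S100A4 monomer with TAMRA-labelled myosin IIA peptide; probe or stimulus: TAMRA-labelled myosin IIA heavy-chain peptide probe, 5 nM; medium: HEPES buffer with Ca2+, pH 7.2; schedule: 5 min incubation before reading; benchmarks: neutral control DMSO, positive control TFP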
FN deposition inh = fibronectin deposition inhibition; AH1F fibroblasts, Alexa488-fibronectin deposition fluorescence, overnight; inhibition, % at 12.6 µM; hit rate 0.086% among 350,000;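 active = mean inhibition across replicates of 30% or more, regardless of how many single replicates reach that level; inconclusive = mean under 30% yet at least half of replicates reach 30%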;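 also: positive control wells lacked labelled fibronectin entirely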
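Material: AH1F fibroblast monolayer depositing Alexa488-labelled fibronectin into matrix | Input: 10000 AH1F cells/well | Medium: DMEM plus 2% serum, read in PBS | Reagent: Alexa488-fibronectin, 24 nM final in well | Compound dosing: One dose per compound, pinned | Schedule: 1 h adhesion, overnight exposure | Measured by: Fluorescence at 485 nm excitation, 525 nm emission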
Numbers without * were called inactive; ? = inconclusive; . = no result given; & = joins results of further samples.

SMILES | LGR2 inh | PGC1a acetyl inh | PglD DTNB | PAX8 reporter | ERAP1 inh | EWS-Fli block | S100A4 MyoIIA | FN deposition inh
O=S(=O)(Cc1ccccc1)NCC[C@H]1CC[C@H](NS(=O)(=O)c2ccccc2)[C@H](CO)O1 | 11 | -6 | 0 | 2 | -3 | 5 | -11 | .
COc1ccccc1C(=O)NCC(=O)N1CCN(c2ncccn2)CC1 | 4 | 3 | -4 | -3 | -3 | 1 | -2 | 1
COc1ccc(N2CCN(S(=O)(=O)c3cc(C)ccc3OC)CC2)cc1 | . | -12 | . | 28 | -1 | 0 | 0 | 3
CN(C)C(=O)C[C@H]1C[C@@H]2c3cc(N(C)C)ccc3O[C@@H]2[C@@H](CO)O1 | -14 | 7 | -1 | -14 | 2 | -16 | 26 | -5
C/C=C/c1cnc2c(c1)C(=O)N([C@H](C)CO)C[C@H](C)[C@H](CN(C)C(=O)Nc1ccc(C(F)(F)F)cc1)O2 | -28 | -1 | -5 | . | -2 | 4 | 6 | .
O=C(COC(=O)CCN1C(=O)c2cccc([N+](=O)[O-])c2C1=O)NC1CCS(=O)(=O)C1 (stereo unspecified) | 4 | . | . | 6 | 5 | 8 | -2 | -4
CCNC(=O)[C@H]1[C@H](CO)[C@H]2Cn3c(ccc(-c4cncnc4)c3=O)[C@H]2N1C(=O)NC1CCCC1 | -17 | . | -1 | -6 | 2 | -6 | 22 | 4
Cc1c(C(=O)NCc2ccco2)oc2ccc(Br)cc12 | -19 | -6 | 2 | -12 | -5 | -6 | -7 | -8
O=C(Cc1ccccc1)NNc1c2ccccc2nc2ccccc12 | -14 | -1 | . | 6 | -10 | 9 | -6 | -1
CN(C)c1ccc(/C=N/NC(=S)NCc2ccco2)cc1 | . | 10 | -6 | -30 | 2 | 5 | 11 | 20
Cc1noc(C)c1NC(=O)N(C)C[C@@H]1OCc2ccccc2-c2ccccc2C(=O)N([C@H](C)CO)C[C@H]1C | -2 | 8 | -3 | -23 | -2 | 3 | 4 | 4
O=C(C[n+]1ccc(/C=N/O)cc1)NCc1ccccc1 | -7 | . | . | 6 | 6 | 6 | 3 | -3
O=C(NCC1CCCO1)C1CCN(C2CCN(C(=O)Cc3ccsc3)CC2)CC1 (stereo unspecified) | 8 | . | -1 | -2 | -2 | -1 | 1 | 1
COC(=O)COc1cccc2c(=O)n(CC(=O)NCCc3ccc(OC)c(OC)c3)ccc12 | 5 | . | 1 | -14 | 4 | 10 | 23 | 2
C[C@H]1CN([C@@H](C)CO)C(=O)c2cc(NC(=O)Nc3ccccc3)ccc2O[C@@H]1CN(C)C(=O)NC1CCCCC1 | -10 | 0 | -3 | -2 | -2 | -6 | -14 | .
Cc1ccc(SCC(=O)N2CCOCC2)cc1 | . | -25 | 2 | -15 | . | . | . | -4
O=C(CCC1CCCN(Cc2ccc3c(c2)CCO3)C1)NCc1ccc(F)c(F)c1 (stereo unspecified) | 23 | -6 | 0 | 8 | -2 | 7 | -14 | -5
CCOC(=O)N1CCN(C(c2ccc(F)cc2)c2sc3nc(C)nn3c2O)CC1 (stereo unspecified) | 3 | 28 | -4 | -4 | 1 | -2 | 4 | -2
CCN(CC(=O)Nc1c(F)cccc1F)C(=O)/C=C/c1ccc(C)o1 | -18 | . | -1 | -4 | 0 | 3 | 0 | 3
NC(=O)COC(=O)c1oc2ccccc2c1CSc1ccc(Cl)cc1 | 6 | -4 | 0 | 0 | 12 | 10 | -2 | 2
COc1ccccc1NC1=C(Cl)C(=O)N(c2ccccc2)C1=O | -2 | -7 | -1 | 5 | . | . | . | 0
O=C(CCC(=O)NNC(=O)c1ccc(Cl)cc1Cl)NCc1ccccc1 | 7 | 3 | . | 7 | -2 | -2 | -3 | -2
C[C@@H]1CN([C@@H](C)CO)C(=O)Cc2cc(NC(=O)C3CC3)ccc2O[C@@H]1CN(C)S(=O)(=O)c1cn(C)cn1 | -3 | -3 | -1 | -8 | 0 | -6 | 4 | -6
O=C(Nc1cc(S(=O)(=O)N2CCOCC2)ccc1N1CCCC1)c1ccc(F)cc1 | -9 | 0 | 3 | 13 | 7 | 3 | -1 | 4
COC(=O)COc1cc2ccccc2cc1C(=O)Nc1ccccc1 | -6 | . | . | 6 | -6 | 18 | -1 | 10

Reformatted: results already given
| Structure | LGR2 inh | PGC1a acetyl inh | PglD DTNB | PAX8 reporter | ERAP1 inh | EWS-Fli block | S100A4 MyoIIA | FN deposition inh |
| --- | --- | --- | --- | --- | --- | --- | --- | --- |
| COc1ccccc1C(=O)NCC(=O)N1CCN(c2ncccn2)CC1 | 4 | 3 | -4 | -3 | -3 | 1 | -2 | 1 |
| COc1ccc(N2CCN(S(=O)(=O)c3cc(C)ccc3OC)CC2)cc1 | . | -12 | . | 28 | -1 | 0 | 0 | 3 |
| CN(C)C(=O)C[C@H]1C[C@@H]2c3cc(N(C)C)ccc3O[C@@H]2[C@@H](CO)O1 | -14 | 7 | -1 | -14 | 2 | -16 | 26 | -5 |

Following part.
SMILES | LGR2 inh | PGC1a acetyl inh | PglD DTNB | PAX8 reporter | ERAP1 inh | EWS-Fli block | S100A4 MyoIIA | FN deposition inh
Cc1cccc(/C=N/Nc2cc(N3CCOCC3)nc(N3CCOCC3)n2)c1 | 3 | . | . | . | -3 | 32 | 5 | 36*
COc1ccc(CNC(=O)C(=O)NCc2ccncc2)cc1 | -4 | . | . | -3 | -4 | 0 | 0 | .
N#Cc1c(/N=C/c2ccc(Br)s2)sc2c1CCC2 | . | 0 | 3 | -7 | . | . | . | -1
O=C(NCC[C@@H]1CC[C@H](NS(=O)(=O)c2cccc(F)c2)[C@@H](CO)O1)C1CCOCC1 | 10 | 4 | 2 | . | 0 | 2 | 11 | .
COc1ccc(C(=O)NC(C)Cc2c[nH]c3ccccc23)cc1 (stereo unspecified) | . | 3 | . | -34 | 3 | -49 | 0 | 5
CC1CCC2(CC1)NC(=O)N(NC(=O)CCl)C2=O (stereo unspecified) | 13 | -3 | . | 9 | 0 | 7 | -5 | 17
C[C@@H](NC(=O)C[C@H]1C=C[C@@H](NC(=O)c2cccnc2)[C@H](CO)O1)c1ccccc1 | -18 | 4 | 1 | -6 | 5 | -1 | 5 | -8
CC1=C(C(=O)OCC2CCCCC2)C(c2ccc(O)cc2)NC(=O)N1 (stereo unspecified) | -20 | -9 | 3 | 16 | -2 | 13 | 1 | 5
N#Cc1ccc(-c2ccc(C3[C@@H]4CN(Cc5ccccc5F)C[C@H]3N4)cc2)cc1 (stereo partly specified) | 10&1 | -10&-11 | . | -3&-4 | 0&0 | 8&4 | -1&-4 | 19&-3
CC(C)C#Cc1cnc2c(c1)C(=O)N([C@@H](C)CO)C[C@@H](C)[C@@H](CN(C)C(=O)Nc1ccc(F)cc1)O2 | 5 | -5 | -2 | . | 7 | 16 | ? | 4
Cc1noc(C)c1NC(=O)N(C)C[C@H]1Oc2c(NC(=O)Nc3ccc4c(c3)OCO4)cccc2C(=O)N([C@@H](C)CO)C[C@H]1C | -5 | 23 | 3 | . | -4 | 4 | -1 | .
Cc1ccc(S(=O)(=O)Nc2ccc3c(c2)C(=O)N([C@H](C)CO)C[C@@H](C)[C@@H](CN(C)C(=O)Nc2ccc(F)cc2)O3)cc1 | 4 | 0 | 1 | -2 | 2 | 6 | 8 | .
Cc1cc(C)c(NC(=O)CS(=O)CC(=O)Nc2ccc(N3CCOCC3)cc2)c(C)c1 (stereo unspecified) | -3 | -2 | -2 | -15 | -3 | -4 | -4 | -4
CCCN(CCC)CCCNC(=O)CNC(=O)c1nn(-c2ccc(OC)cc2)c(=O)c2ccccc12 | 12 | 0 | . | 9 | -2 | -4 | -4 | .
O=C(NC1(C(F)(F)F)N=C2SCCN2C1=O)c1cccnc1 (stereo unspecified) | . | . | . | 13 | 12 | 7 | 7 | -1
COc1cc(C(=O)OC(C)C(=O)NC2CCCCC2C)c([N+](=O)[O-])cc1OC (stereo unspecified) | 16 | . | 3 | -5 | 3 | -1 | 29 | 2
Cc1ccc(F)c(S(=O)(=O)NC(=O)C2(C)CCN2C(=O)Cc2ccsc2)c1 (stereo unspecified) | -2 | -3 | 1 | 9 | 2 | 1 | 1 | -2
CC(C)C#Cc1ccc2c(c1)O[C@@H](CN(C)C(=O)c1ccccn1)[C@@H](C)CN([C@H](C)CO)S2(=O)=O | 0 | -9 | -1 | . | 1 | 2 | 31 | .
COc1ccccc1NC(=O)C1=C(C)Nc2nc(-c3cccnc3)nn2C1c1ccccn1 (stereo unspecified) | -16 | 2 | -1 | -1 | 0 | 2 | -2 | 1
COc1cccc(CN2CC(C(=O)N(C)CCCC3CCCC3)CCC2=O)c1 (stereo unspecified) | 17 | -2 | -2 | -12 | -1 | . | -6 | 7
COc1ccc2[nH]c(C(=O)Nc3ncc(C)cc3Br)cc2c1 | -14 | -11 | . | 6 | -1 | -6 | 1 | 1
COc1ccccc1C(=O)N1C(CC(=O)Nc2ccc(C)c(C)c2)C(=O)NC2CCCCC21 (stereo unspecified) | 3 | 2 | 1 | 21 | -3 | . | -3 | 2
Cc1occc1C(=O)Nc1cc(S(=O)(=O)N2CCOCC2)ccc1OC(C)C | 0 | 10 | -1 | -3 | 0 | 9 | -7 | -2
N#Cc1ccc(OCC(=O)Nc2nc(-c3ccncc3)cs2)cc1 | 1 | 3 | -5 | -3 | -3 | -2 | -7 | 6
Cc1ccc(NC(=O)c2ncn(CCCNCC(C)c3ccccc3)n2)cc1C (stereo unspecified) | -9 | -11 | 0 | -3 | 0 | 7 | 0 | 8

Continued:
SMILES | LGR2 inh | PGC1a acetyl inh | PglD DTNB | PAX8 reporter | ERAP1 inh | EWS-Fli block | S100A4 MyoIIA | FN deposition inh
CNc1ncnc2c1ncn2[C@H]1CN(C2CCCC2)C[C@@H](CO)O1 | -6 | . | 2 | 4 | -1 | -3 | 4 | 2
COc1ccc(S(=O)(=O)Nc2cc(Cl)ccc2-n2cncn2)cc1 | -8 | -2 | -8 | 11 | -3 | -1 | -3 | 1
Cc1ccc(C(=O)N/N=C/c2ccc(-c3ccccc3[N+](=O)[O-])o2)cn1 | -9 | . | . | 9 | 3 | 0 | -8 | -4
Cc1c(Cl)cnc(NC(=O)COC(=O)C2CC3CCCC(C2)C3=O)c1Cl (stereo unspecified) | 8 | 2 | 4 | -5 | -1 | 3 | -3 | -4
COc1ccc(C(=O)CC(C#N)c2ccc3c(c2)OCO3)cc1OC (stereo unspecified) | -42 | . | 0 | -10 | -2 | 1 | -21 | .
COc1ccc(CCNC(=O)CSc2nnnn2-c2ccccc2OC)cc1OC | -14 | 3 | 2 | 12 | -4 | -2 | -8 | 1
COc1ccc2c3c(n(C)c2c1)[C@@H](CO)N(C(=O)Nc1ccc(F)cc1)CC31CN(C(=O)NC2CCCC2)C1 | 14 | -1 | . | . | 1 | -1 | -2 | .
CC(C)CC1C2C(=O)N(c3ccccc3)C(=O)C2ON1c1ccccc1 (stereo unspecified) | -5 | 7 | 1 | -11 | -1 | -11 | -5 | 5
CCC(=O)Nc1ccc2c(c1)C(=O)N(C)C[C@@H](OC)[C@@H](C)CN(Cc1ccccn1)[C@@H](C)CO2 | 0 | 11 | 0 | -5 | -5 | 3 | -5 | -16
COc1ccc(C(=O)N2CCOC2CNC(=O)C(=O)NCCc2ccc(OC)c(OC)c2)cc1 (stereo unspecified) | 9 | 3 | -3 | -6 | 2 | 1 | -5 | 6

High-throughput results as filed in PubChem.
